Epigenetic mod: epigenetic GFP locus derepression in mouse cells | Potency, µM (titrated, usually from 46.1 µM), inactives show at the top dose GFP derepression (activation) | AID 597 | 68,000 tested, 0.09% active | mouse C127i GFP locus derepression, cytometry, 30 h; further: % of control where 0% means no effect
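Derepression screen: silenced CMV-GFP reporter in murine C127i cells, 30 h compound incubation at 37 C, washed cells imaged by laser-scanning cytometer to enumerate GFP-expressing objects of 20 to 120 um.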
USP2a inhib: inhibitors of human ubiquitin-specific protease USP2a; 60,000 tested, 0.1% active; Potency, µM (doses to about 38.3 µM), without a hit: at the top dose activity change, negative = inhibition, usual class: inhibitors; USP2a enzymatic assay, qHTS inhibition; O75604; AID 927;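 further: potency means the concentration at half of the fitted maximal effect; nearly all actives have a fitted effect of over 60% in size; plate controls were DMSO for no effect and NEM full inhibition control for full effect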
Target sequence (O75604 whole entry, looked up): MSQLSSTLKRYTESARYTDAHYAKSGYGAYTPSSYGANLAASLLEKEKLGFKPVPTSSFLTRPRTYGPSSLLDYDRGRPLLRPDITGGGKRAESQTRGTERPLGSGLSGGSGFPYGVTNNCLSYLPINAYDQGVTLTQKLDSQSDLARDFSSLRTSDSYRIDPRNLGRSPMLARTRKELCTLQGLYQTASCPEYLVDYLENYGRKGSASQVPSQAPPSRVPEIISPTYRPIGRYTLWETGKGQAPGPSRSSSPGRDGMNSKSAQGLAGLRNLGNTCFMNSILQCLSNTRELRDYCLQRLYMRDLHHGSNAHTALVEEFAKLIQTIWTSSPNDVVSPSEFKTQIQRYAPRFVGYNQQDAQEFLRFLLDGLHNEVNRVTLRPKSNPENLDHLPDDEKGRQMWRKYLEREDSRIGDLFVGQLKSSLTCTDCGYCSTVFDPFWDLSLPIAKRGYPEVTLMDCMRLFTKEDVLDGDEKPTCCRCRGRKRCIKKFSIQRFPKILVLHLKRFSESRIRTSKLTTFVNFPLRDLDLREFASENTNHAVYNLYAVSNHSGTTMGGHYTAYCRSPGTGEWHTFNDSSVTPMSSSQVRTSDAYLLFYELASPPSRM
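Inhibition is measured in a cell-free coupled assay with 20 nM USP2 core, 20 nM Ub-PLA2 and 20 uM NBD C6-HPC, 2.5 h incubation. Activity normalized to NEM control.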
HEK293 cAMP ctrl: parental HEK293 cAMP activation (counter-screen); parental HEK293 CNG cAMP sensor, membrane potential fluorescence; Potency, µM (highest dose often 57.1 µM), inactives show at the highest dose activation, most hits filed as activators; AID 938; 73,000 tested, 2.5% active; further: potency means the concentration at half of the fitted maximal effect; % of control where 0% means no effect; nearly all actives have a fitted effect of over 55% in size
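Counterscreen for endogenous-receptor signalling: CNG-channel HEK 293 cells report cAMP rise by membrane depolarization. After 60 min dye equilibration with 100 uM RO 20-1724, compounds incubated 30 min before bottom-read fluorescence at 590 nm.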
BRCT inh red: BRCT-phosphoprotein interaction inhibition (red fluorophore). Potency, µM (titrated, usually from 76.9 µM), for inactives: top-dose activity change, negative = inhibition, actives largely listed as inhibitors. 75,000 tested, 0.03% active. BRCT-phosphopeptide binding, red fluorescence polarization; further: on the % scale 0 is the no-effect control and ±100 the full control effect
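Fluorescence polarization: 100 nM His-tagged BRCA1 BRCT with 100 nM TAMRA-labelled phospho-BACH1 decapeptide, phosphate buffer pH 7.3 with 150 mM NaCl, DTT, 0.01% Tween 20; 12 min RT. Binding inhibition seen as FP decrease.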
Caspase-7 inhib: blocks human caspase-7 allosterically or competitively | P55210 | recombinant caspase-7, Ac-DEVD-AFC fluorescence rate | Potency, µM (series often up to 57.5 µM), without a hit: at the top dose activity change, negative = inhibition, usual class: inhibitors | 75,000 tested, 0.02% active; active means well fitted inhibition curve with a large enough effect in the main read-out, with a control signal flat, not every such curve was filed as active; inconclusive means small, poorly fitted or top-dose-only effect, or a change in a side signal; further: potency means the concentration at half of the fitted maximal effect; % of control where 0% means no effect
4MU fluor: 4-MU region autofluorescence | compound autofluorescence, 340/450 nm, 4-MU equivalents; hits give high values | max dye-equivalent concentration, M | 59,000 tested, 11% active | AID 589; in the data active means max dye-equivalent concentration above about 10 nM; inconclusive means mostly about 1.1 nM to 9.6 nM
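Compounds in 100 mM Tris, pH 8.0, sat 15 min at room temperature before fluorescence was read at 340 nm excitation/450 nm emission; a per-plate six-point 4-MU standard curve converted signals to dye-equivalent concentration at each compound concentration.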
Casp1 inh: allosteric or competitive inhibitors of human caspase-1 | Caspase-1 enzyme, Ac-WEHD-AFC fluorogenic rate | P29466 | 75,000 tested, 0.03% active | Potency, µM (highest dose often 57.5 µM), without a hit: top-dose activity change, negative = inhibition, usual class: inhibitors;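 further: potency means the concentration at half of the fitted maximal effect; plate controls were vehicle for no effect and no substrate for full effect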
Target sequence (P29466 120-297 limits assumed): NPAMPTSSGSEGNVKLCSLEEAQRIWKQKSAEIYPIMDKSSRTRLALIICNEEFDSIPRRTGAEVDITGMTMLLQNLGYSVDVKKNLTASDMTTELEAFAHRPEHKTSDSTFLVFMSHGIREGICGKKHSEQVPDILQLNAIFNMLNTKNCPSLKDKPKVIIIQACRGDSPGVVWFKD
Target sequence (P29466 317-404 limits assumed): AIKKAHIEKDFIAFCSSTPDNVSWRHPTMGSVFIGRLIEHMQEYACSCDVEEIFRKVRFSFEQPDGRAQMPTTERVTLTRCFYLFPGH
A350 autofl: A350 region autofluorescence | Compound autofluorescence, 340/450 nm, Alexa 350 dye-equivalents; hits give high values | max dye-equivalent concentration, M | 59,000 tested, 11% active | AID 590; in the data active means max dye-equivalent concentration above about 10 nM; inconclusive means mostly about 1.1 nM to 9.6 nM
Fluorescein fluor: compound autofluorescence in fluorescein spectral region. Compound autofluorescence, 480/540 nm, fluorescein-equivalent; hits give high values. max fluorescein-equivalent concentration, M. 59,000 tested, 0.91% active. AID 593; in the data active means max fluorescein-equivalent concentration above about 10 nM; inconclusive means between about 1.1 nM and that limit
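Each compound is tested across a concentration series in 100 mM Tris buffer at pH 8.0. After 15 min at room temperature, plates are imaged with 480 nm excitation and 540 nm emission filters, and intensities are converted to fluorescein-equivalent values.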
BRCT inh green: BRCA1 BRCT-phosphoprotein interaction inhibition; BRCA1 BRCT-phosphopeptide binding, green fluorescence polarization; AID 875; P38398; 75,000 tested, 0.05% active; Potency, µM (series often up to 76.9 µM), inactives show at the top dose activity change, negative = inhibition, usual class: inhibitors;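 further: potency means the concentration at half of the fitted maximal effect; plate controls were peptide without protein for full effect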
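Compounds were incubated for 12 min at room temperature with a complex of 100 nM fluorescein-tagged pBACH1 decapeptide and 250 nM His-tagged BRCT protein. Buffer was phosphate pH 7.3 with EDTA, DTT and Tween 20. Disruption of binding lowers the polarization signal.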
UbGFP stabilizer: inhibits proteasome, raising ubiquitin-GFP reporter fluorescence; Ubiquitin-GFP reporter cells, proteasome inhibition, GFP fluorescence; response scale: untreated = 0%, 10 µM MG-132 = 100%; Potency, µM (top dose mostly 45.9 µM), for inactives: at the highest dose activation (GFP accumulation), hits mostly activators; 67,000 tested, under 10 active; active means well fitted activation curve with a large enough effect, not every such curve was filed as active; inconclusive means small, poorly fitted or top-dose-only effect, or another doubt; inactive means no such curve, though single readings can be large or run the other way; further: potency means the concentration at half of the fitted maximal effect
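U2OS Ub(G76V)-GFP reporter; O/N plating, 0.5% FBS; cpd 46 uM–2.9 nM, 4 h, 37 °C; GFP+ cell count, 488/515 nm; norm. to basal vs 10 uM MG-132; CRC fit.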
Active calls of the source: *; i = inactive; ? = inconclusive; . = not tested or not shown; & = joins results of further samples; [ ] = dose if it differs, or a comment. Unless noted, the call rests on the fitted dose curve; in most records, active means well fitted curve in the direction sought with a large enough effect; inconclusive means small, poorly fitted or top-dose-only effect, or another doubt; inactive means no such curve, though single readings can be large; an effect the other way counts as inactive or inconclusive.

Every second line gives: Epigenetic mod	USP2a inhib	HEK293 cAMP ctrl	BRCT inh red	Caspase-7 inhib	4MU fluor	Casp1 inh	A350 autofl	Fluorescein fluor	BRCT inh green	UbGFP stabilizer
1) O=C(Nc1ccc(NC(=O)C2CCCCC2)cn1)c1ccco1
  -2%	5%	0%	-0.7%	2%	i	-2%	i	i	0.1%	-2%
2) COc1ccc2c(CSc3nc4nc(C)cc(C)n4n3)cc(=O)oc2c1
  -2%	31%[activator]	1%	0.4%	-5%	?	-4%	?	i	3.8%	0%
3) COCCNc1ncnc2ccc(-c3c(C)noc3C)cc12
  2%[9.22 µM]	8%	9%	-1.3%	2%	i	1%	i	i	3.2%	5%
4) CC(C)(C)OC(=O)N1CCN(c2ccc(NC(=O)c3cc4ccccc4oc3=O)cc2)CC1
  -1%	-4%	1%	-1.0%	0%	i	2%	i	?	-3.7%	1%
5) Cn1c(=O)n(C)c2cc(C(=O)O)ccc21
  0%	-5%	10%	-1.0%	0%	i	0%	i	i	-3.3%	-5%
6) Nc1ncnc2c1ncn2[C@@H]1O[C@@H](CO)[C@H](O)[C@H]1O
  1%[20.6 µM]	-8%[17.1 µM]	6%[25.6 µM]	-1.4%[34.4 µM]	0%[25.7 µM]	i	-1%[25.7 µM]	i	?	-0.6%[34.4 µM]	-2%[20.5 µM]
7) O=C(Oc1c(Cl)cc(Cl)c2cccnc12)N1CCCCC1
  -2%	11%	13%	1.3%	-2%	.	-2%	.	.	0.7%	9%
8) Cc1noc(C)c1C(=O)OCC(=O)c1c(N)n(CC(C)C)c(=O)n(C)c1=O
  -2%	-2%	27%	0.0%	0%	i	3%	i	i	-1.2%	-7%
9) O=C(NO)C1CC2C=CC1C2 (stereo not drawn)
  4%	-7%	-8%	-0.2%	1%	i	2%	i	i	-2.2%	3%
10) COc1ccc(CC(=O)Nc2cc(C)ccn2)cc1
  2%	2%	18%	0.0%	-3%	i	2%	i	i	-1.6%	-4%
11) Cc1cc(=O)n2c(ccc3ccccc32)c1C#N
  -2%	4%	-6%	-1.7%	-2%	1.6e-08M*	-2%	1.5e-08M*	?	-4.6%	5%
12) O=C(NCCc1ccncc1)c1ccccc1F
  6%	0%	4%	0.5%	0%	i	0%	i	i	-1.8%	0%
13) Cc1cc(C)n(Cc2nc3ccccc3n2C)n1
  0%	-1%	-4%	0.8%	-1%	.	-1%	.	.	-1.0%	-11%
14) Cc1cccc(OCC(=O)Nc2ccc3c(c2)OCO3)c1C
  8%	11%	?	-1.0%	-2%	.	-2%	.	.	-4.6%	20%
15) COC(=O)c1cc(NC(=O)c2ccoc2C)cc(C(=O)OC)c1
  3%	-3%	4%	0.8%	-2%	i	0%	i	i	0.8%	4%
16) NNC(=O)[C@@H](O)[C@H](O)[C@H](O)CO
  -1%[9.22 µM]	.	-2%[11.4 µM]	2.0%[15.4 µM]	-2%[11.5 µM]	i	-2%[11.5 µM]	i	i	-0.7%[15.4 µM]	-8%[9.17 µM]
17) CCCCOC(=O)c1ccc(OC(=O)c2cccnc2)cc1
  -2%	8%	-1%	1.8%	0%	i	2%	i	i	2.9%	-3%
18) COc1ccc(-c2nc3cccc(C)n3c2NCc2ccco2)cc1OC
  1%	15%	-17%	-1.2%	-10%	1.4e-07M*	-12%	1.2e-07M*	i	0.8%	5%
19) CCCn1c(N)c(C(=O)CSc2nnc(-c3ccco3)n2Cc2ccccc2)c(=O)[nH]c1=O
  -2%	17%	-8%	-0.2%	-3%	i	0%	i	i	1.7%	-2%
20) COCc1nnc(SCC(=O)NCc2ccccc2)n1-c1ccccc1
  -2%	-12%	0%	-0.3%	-2%	i	1%	i	i	-1.6%	-3%
21) COC(=O)c1sc2ccccc2c1NC(=O)c1cccs1
  2%	4%	?	-1.5%	0%	i	0%	i	i	0.3%	12%
22) COc1ccc(Nc2nc(C)cc(C)c2C#N)cc1OC
  .	.	?	0.7%	2%	.	-4%	.	.	-1.4%	9%
23) O=C(Oc1cccc(C(=O)N2CCOCC2)c1)c1ccc(Br)cc1
  0%	3%	?	-0.4%	0%	.	-3%	.	.	-2.5%	12%
24) CC(=O)OC1CC[C@@]2(C)C(CC[C@@]3(C)C2CC=C2C4CC(C)(C)CC[C@]4(C(=O)O)CC[C@@]23C)C1(C)C (stereo partly drawn)
  .	46%[activator]	.	1.8%	1%	.	2%	.	.	-1.9%[3.08 µM]	.
25) CCn1c(=O)n(CC)c2cc(S(=O)(=O)Nc3ccccc3C)c(C)cc21
  -2%	12%	14%	0.6%	1%	i	3%	i	?	0.2%	4%
26) CC(C)(C)OC(=O)N[C@H](Cc1ccccc1)C(=O)N1CCC(C(=O)O)CC1
  2%	5%	6%	0.4%	2%	i	1%	i	?	-0.5%	5%
27) CCOC(=O)C12CNC(=O)C(C(=O)OCC)(CNC1=O)C2
  0%	-1%	-8%	0.2%	-3%	i	-1%	i	i	-0.5%	-3%
28) CC(C)CCN1C(=O)CCC1(C)C(=O)NC1CCCCCC1 (stereo not drawn)
  2%	3%	18%	-0.5%	3%	i	3%	i	i	0.5%	2%
29) CCN(c1c(C)n(C)n(-c2ccccc2)c1=O)S(C)(=O)=O
  0%	-1%	-5%	-2.3%	1%	i	2%	i	?	-1.2%	0%
30) CSc1ccccc1NC(=O)Cn1c(-c2cscn2)nc2ccccc21
  3%	25%	?	0.8%	1%	i	2%	i	i	2.2%	-5%
31) COc1ccc(O[C@H]2C=C[C@@H](c3ccccc3)O[C@H]2COC(=O)CC/C(C)=N\O[C@@H](C)c2cn([C@H](CO)Cc3ccccc3)nn2)cc1
  .	.	11%&10%[11.4 µM]	-0.3%&2.1%[15.4 µM]	1%&1%[11.5 µM]	.	-1%&-5%[11.5 µM]	.	.	-0.5%&3.4%[15.4 µM]	.
32) CC(C)Cc1ccc(/C(=N/O)C(=O)O)s1
  -2%	-6%	0%	-0.7%	0%	i	-1%	i	?	1.8%	-2%
33) CCOC(=O)C1=C(C)NC(=O)NC1C1CC=CCC1 (stereo not drawn)
  2%	2%	5%	-0.3%	-1%	i	1%	i	i	-1.2%	0%
34) Cc1ccc(N2C(=O)C(Cl)=C(NCCO)C2=O)c(C)c1
  -4%	-6%	?	-1.2%	-1%	.	-2%	.	.	-0.5%	-3%
35) Cc1c(-n2cc(C(=O)c3ccccc3O)cc(C#N)c2=O)c(=O)n(-c2ccccc2)n1C
  0%	0%	3%	-0.7%	-1%	i	-3%	i	3.7e-08M*	0.9%	-5%
36) O=C(Nc1cccnc1)c1cccc(NC(=O)c2ccco2)c1
  2%	0%	-5%	-1.1%	0%	.	0%	.	.	0.0%	-16%
37) CCOC(=O)N1CCN(C(=O)CSCC(=O)Nc2nc(-c3ccc(OC)cc3)cs2)CC1
  -1%	30%[activator]	8%	0.1%	1%	2.8e-08M*	-2%	2.6e-08M*	i	-1.5%	-3%
38) CCCCOc1ccc(-c2ncc(C(=O)O)c(C)n2)cc1
  0%	0%	12%	-0.6%	1%	i	-1%	i	i	-0.5%	1%
39) COc1ccccc1N1CCN(C/C=C/c2ccc(N(C)C)cc2)CC1
  -2%	10%	-41%[inhibitor]	2.8%	0%	.	-2%	.	.	8.7%	-4%
40) CCOC(=O)C(C(=O)N1CCOCC1)C1CCCCC1 (stereo not drawn)
  3%	18%	26%	-1.2%	-10%	i	-3%	?	?	6.3%	0%
41) CC(=O)NCCNc1ncnc2ccc(-c3c(C)noc3C)cc12
  0%[9.22 µM]	-2%	6%	-0.4%	1%	i	-4%	i	i	0.0%	3%
42) CCOC(=O)c1[nH]c2ccc(OC)cc2c1NC(=O)c1nonc1C
  -2%	7%	?	-2.9%	-2%	i	1%	?	i	-2.2%	-4%
43) CC(=O)NCCNc1nc(-c2ccc3c(c2)OCO3)nc2ccccc12
  12%[9.22 µM]	20%	6%	0.8%	-1%	i	-1%	i	?	-1.2%	-2%
44) COc1ccc(CCNC(=O)CN(c2ccccc2OC)S(C)(=O)=O)cc1OC
  2%	2%[7.66 µM]	3%[11.4 µM]	-2.0%	0%	.	-1%	.	.	0.6%	-5%[9.17 µM]
45) COc1cc(-c2nnc(CSc3nnc4nc(C)cc(C)n34)o2)cc(OC)c1OC
  1%	-2%	-3%	-1.2%	-1%	?	1%	?	i	1.4%	-1%
46) OCC#Cc1cnc2ccccc2c1
  -1%	-5%	1%	-1.6%	-2%	i	1%	i	i	-2.0%	-4%
47) Nc1nc(CN2CCCCC2)cs1
  3%	3%	16%	0.9%	-2%	i	3%	i	?	-1.0%	-5%
48) CC(Sc1nnnn1C)C(=O)Nc1ccccc1-c1ccccc1 (stereo not drawn)
  0%	3%	14%	1.7%	0%	i	2%	i	i	-0.6%	-8%

Compound activity (PubChem BioAssay)

This is a subset; count on the stated rates, not on these rows.
